Screens (PubChem BioAssay)
All columns: NCI-60 one-dose screen, growth in % after 48 h at 10 µM unless noted; 100 = growth as untreated, 0 = no growth, -100 = all killed.
UO-31 – UO-31 renal cancer; 81,000 tested, 5.2% active
RXF 393 – RXF 393 renal cancer cells; 77,000 tested, 6.9% active; AID 1794773
SN12C – SN12C renal cancer cells | 81,000 tested, 3.8% active | AID 1794767
786-0 – 786-0 renal cancer cells; AID 1794775; 81,000 tested, 5.1% active
TK-10 – TK-10 renal cancer cells; 81,000 tested, 3.9% active
ACHN – ACHN renal cancer | 81,000 tested, 4.9% active | AID 1794771
IGROV1 – IGROV1 ovarian cancer; 79,000 tested, 4.7% active; AID 1794786
SK-OV-3 – SK-OV-3 ovarian cancer cells; 80,000 tested, 3.2% active; AID 1794785
Starred values were filed as active, the others as inactive; . = no result given; & = joins results of further samples. The calls were made as follows: active = growth percent below 10; inactive = the rest. Compounds were not picked by outcome (roughly 9.6% active in at least one column).

SMILES	UO-31	RXF 393	SN12C	786-0	TK-10	ACHN	IGROV1	SK-OV-3
c1ccc2c(c1)nc(-c1ccc3c(c1)OCO3)c1cccn12	61	127	93	103	103	88	70	92
COc1cc(OC)c(/C=C/S(=O)(=O)Cc2ccc(OC)c(N)n2)c(OC)c1	32	44	24	16	34	28	26	5.2*
Clc1ccc(Cc2nnc3sc(-c4csc5c4CCCC5)nn23)cc1	49	69	76	86	96	86	88	98
O=C1C(=O)c2ccccc2C(O)=C1C(C1=C(O)c2ccccc2C(=O)C1=O)c1ccccc1O	68	113	99	100	110	91	85	106
COc1ccc(/C(=C\c2cc(OC)c(OC)c(OC)c2)C(=O)Nc2nc3ccc(N)cc3s2)cc1	77	97	90	92	79	96	89	97
c1ccc(-c2c3c(nn2-c2ccccc2)CON(c2ccccc2)[C@H]3c2ccccc2)cc1	69	90	84	87	99	96	95	100
Cc1cc(O)c(C(C)C)cc1N=O	93&106	113&112	105&96	103&99	100&101	91&95	112&124	105&96
S=C(Nc1ccccc1)Nc1ccc(Nc2ncnc3sc4c(c23)CCN(Cc2ccccc2)C4)cc1	59	80	83	99	165	94	78	97
N#CC(C#N)C(C#N)c1ccc(Cl)c(Cl)c1 (centres undefined)	81	113	93	104	107	100	.	103
C=CCn1c(CN2CCN(c3cc4c(cc3F)c(=O)c(C(=O)O)cn4C3CC3)CC2)n[nH]c1=S	84	115	104	96	89	102	96	108
CCOC(=O)Nc1ccc2c(c1)/C(=N/O)c1ccccc1-2	45	104	80	97	81	79	69	85
CC(C)N1CCC(=O)NC1=O	98	113	101	109	104	106	121	108
CC(=S)N/C=C/c1c(C(=O)O)cc([N+](=O)[O-])cc1[N+](=O)[O-]	90	108	100	97	100	95	100	104
O=C1NC(=NCCO)S/C1=C\c1ccc(O)cc1	82	112	99	96	96	99	93	91
Cc1ccc(=O)n(-c2ccc(C3=NCCC3)cc2)c1	93	117	99	101	99	103	105	92
CC1(CCl)C(=O)C=Cc2ccccc21 (centres undefined)	76	115	94	102	99	108	100	103
CC(C)(C)C1OC1(C)CO (centres undefined)	86	125	106	104	125	106	98	99
NC(=O)C(=O)c1ccccc1	88	.	102	102	126	104	109	117
O=C(CCCCCCCC(=O)N1CCCCCC1)N1CCCCCC1	86&81	131&108	106&91	100&100	98&93	97&101	105&118	101&107
CCOC(=O)C1=C(N)N(c2ccc(Cl)cc2)C2=C(C(=O)CC(C)(C)C2)C1c1cccnc1 (centres undefined)	79	115	105	97	99	100	118	108
NC1=CC(=O)c2cccnc2C1=O	-98*	16	-85*	27	94	5.9*	-54*	58
Cc1ccc2c(c1)C(=O)/C(=C/c1ncc([N+](=O)[O-])n1C)O2	-40*	-58*	-15*	2.5*	-30*	5.3*	-26*	0.9*
CC(=O)CC(C)(C)NC(=S)Nc1ccc(C)cc1	.	114	100	105	88	106	.	118
COc1ccc(Cl)cc1C/C=N\NC(=O)c1ccncc1	92	114	99	104	107	101	113	99
CNC(=S)N(C)N	91	113	99	98	103	103	106	99
O=c1[nH]c(=S)[nH]c(O)c1/C=C1\C=Nc2ccccc21	31	.	.	107	87	83	40	104
CC(=O)Nc1ccc(-c2cn3ccccc3n2)cc1	93	104	100	92	103	108	96	97
NC(=O)c1ccc(-c2nc(CSc3nc4ccccc4s3)no2)cc1	78	117	99	99	101	100	100	102
COc1ccc(-c2nn(-c3cccc(NC(=O)c4ccc(N5CCOCC5)c(C(F)(F)F)c4)c3)cc2-c2ccncc2)cc1Cl	41	19	85	38	83	60	94	84
CC(=O)c1c(N)c(C#N)cn1-c1ccc(Cl)cc1Cl	68	104	100	99	160	102	97	89

An excerpt from above in order of molar mass, lowest first:
SMILES	UO-31	RXF 393	SN12C	786-0	TK-10	ACHN	IGROV1	SK-OV-3
CC(C)(C)C1OC1(C)CO (centres undefined)	86	125	106	104	125	106	98	99
NC(=O)C(=O)c1ccccc1	88	.	102	102	126	104	109	117
NC1=CC(=O)c2cccnc2C1=O	-98*	16	-85*	27	94	5.9*	-54*	58
Cc1ccc(=O)n(-c2ccc(C3=NCCC3)cc2)c1	93	117	99	101	99	103	105	92
CC(=O)CC(C)(C)NC(=S)Nc1ccc(C)cc1	.	114	100	105	88	106	.	118
O=c1[nH]c(=S)[nH]c(O)c1/C=C1\C=Nc2ccccc21	31	.	.	107	87	83	40	104
Cc1ccc2c(c1)C(=O)/C(=C/c1ncc([N+](=O)[O-])n1C)O2	-40*	-58*	-15*	2.5*	-30*	5.3*	-26*	0.9*
CC(=O)c1c(N)c(C#N)cn1-c1ccc(Cl)cc1Cl	68	104	100	99	160	102	97	89
COc1ccc(Cl)cc1C/C=N\NC(=O)c1ccncc1	92	114	99	104	107	101	113	99
O=C(CCCCCCCC(=O)N1CCCCCC1)N1CCCCCC1	86&81	131&108	106&91	100&100	98&93	97&101	105&118	101&107
NC(=O)c1ccc(-c2nc(CSc3nc4ccccc4s3)no2)cc1	78	117	99	99	101	100	100	102
CCOC(=O)C1=C(N)N(c2ccc(Cl)cc2)C2=C(C(=O)CC(C)(C)C2)C1c1cccnc1 (centres undefined)	79	115	105	97	99	100	118	108
COc1ccc(-c2nn(-c3cccc(NC(=O)c4ccc(N5CCOCC5)c(C(F)(F)F)c4)c3)cc2-c2ccncc2)cc1Cl	41	19	85	38	83	60	94	84

(next part)
SMILES	UO-31	RXF 393	SN12C	786-0	TK-10	ACHN	IGROV1	SK-OV-3
CC(=O)Nc1ccc(S(=O)(=O)n2ccc(-c3ccc4c(c3)CCC(C)(C)O4)n2)cc1	68	.	89	80	55	79	68	.
CCC(C)C(N)C(=O)NNc1n[nH]c(=S)n1N (centres undefined)	85	.	99	102	104	101	105	99
Cc1ccc(/C=N/NC(=O)N2CCN(c3cc4c(cc3F)c(=O)c(C(=O)O)cn4C3CC3)CC2)cc1	72	101	100	94	103	108	89	98
CCOC(=O)C1=C(N)N(c2ccc(Cl)cc2)C2=C(C(=O)CC(C)(C)C2)C1c1ccc(Cl)cc1Cl (centres undefined)	35	62	53	69	70	50	84	54
Nc1n[nH]c(=S)n1-c1ccc(Cl)cc1	89	97	100	94	93	103	110	102
CCOc1ccccc1N1C(=O)CC(Sc2ccccc2N)C1=O (centres undefined)	80	103	94	108	135	104	110	98
CCCS(=O)(=O)Nc1cc(-c2cc(C#CCN3CCN(C)CC3)cnc2N)cc(F)c1OC	91	112	95	103	107	100	112	109
COc1ccc(CN2CCc3c(nc(N)nc3Sc3ccc(C(C)C)cc3)C2)c(OC)c1	66	114	90	100	103	90	106	105
c1cncc(CCc2ccncc2)c1	85	116	106	90	107	92	113	120
N/C(=N\N=C\c1ccc(Cl)cc1Cl)c1c(N)nc(=S)[nH]c1-c1ccc(Cl)cc1Cl	93	119	102	88	112	107	102	105
Cc1c(C)c2ccc3c(c2oc1=O)N=C(c1ccccc1)CO3	80	111	101	91	100	96	102	107
Nc1ccc(Oc2ccccc2)c(Cl)c1	72	100	107	85	96	101	112	92
OCC1O[C@@H](O[C@@H]2O[C@H](CO)[C@H]3CCCC[C@@H]23)[C@@H](O)C(O)[C@@H]1O (some centres undefined)	89	93	92	102	95	100	99	105
CCOC(=O)c1noc2c1CCc1cn(Cc3cccc(OC)c3)cc1-2	83	111	106	95	84	.	111	91
Nc1ncnc2c1ccn2-c1cccc(NC(=O)c2cccc(C(F)(F)F)c2)c1	86	58	88	101	.	64	87	93
CCOC(=O)/C(C#N)=C/c1ccccc1F	93	107	104	100	103	110	103	105
CCOC(=O)c1cc(OC(C)=O)c2ccc(OC)c(OC)c2c1	80	74	93	97	107	91	.	105
CC(=O)c1c[nH]c2ccccc12	75	104	99	103	108	107	101	108
O=C1CCC(NS(=O)(=O)c2ccccc2)N1 (centres undefined)	97	119	105	106	101	104	100	116
O=C(NC(=S)Nc1cccc(F)c1)c1cccc([N+](=O)[O-])c1	69	100	94	87	131	107	87	96
O=C(/C=C/c1ccc2c(c1)OCO2)c1ccccc1	54	62	84	75	91	93	78	86
Nc1cccc(-c2nc(N3CCOCC3)c3c4c(sc3n2)CCCC4)c1	62	97	87	98	133	79	86	89
COc1ccc(-n2c(C(=O)c3c[nH]c4ccccc34)n[nH]c2=S)cc1	91	103	111	104	125	103	77	85
O=S(=O)(O)C(O)c1cccnc1 (centres undefined)	84	.	100	98	.	99	101	113
O=C1c2c(c3c4cc(Br)ccc4[nH]c3c3ccc4ccccc4c23)C(=O)N1CCO	78	107	89	100	160	74	74	89
N#CC(C#N)N=Nc1ccccc1C(=O)O	94	92	106	103	103	105	111	109
CCOC(=O)/C(=C\OC(=O)c1ccccc1)NC(=O)Cc1ccccc1	83	131	98	102	102	95	118	111
O=C(/C=C/C(=O)Oc1c(Cl)cc(Cl)cc1[N+](=O)[O-])Oc1c(Cl)cc(Cl)cc1[N+](=O)[O-]	59	103	107	96	110	114	110	116
O=C1C=CC2(NN=C(c3ccccc3)N2c2ccc(Cl)cc2)c2cccc(O)c21 (centres undefined)	28	119	26	93	100	61	67	102
COCO[C@@H]1C[C@]23CC[C@@H]4[C@](C)(COC(=O)NCc5ccc(OC)cc5)CCC[C@@]4(C)[C@@H]2CC[C@@]1(C)C3	52	93	84	78	85	87	85	81
CCCCCCC1=CC(=O)CC(=O)C1	74	119	92	95	106	102	104	99
CCCn1cnc2c(c1=N)C(c1ccc(OC)cc1)c1sc3c(F)cccc3c1O2 (centres undefined)	52	74	83	80	91	93	81	101
NNC(=O)/C(=C\c1ccccc1[N+](=O)[O-])CC(=O)c1ccc(Cl)c(Cl)c1	60	79	82	92	100	79	77	81
CCOC(=O)C1=C(CSC2=NCCS2)N(C)C(=O)NC1c1ccccc1 (centres undefined)	79	110	91	90	96	83	78	102
COC(=O)[C@@H]1[C@H](O)[C@H](C)[C@H](O)[C@@](C)(O)/C=C\C=C(C)C(=O)Nc2c(C)c(OC(C)=O)c3c(c2O)C(=O)C(C)=C2OCOC(=C23)C(C)=C[C@@](C)(O)[C@H](O)[C@@H](C)[C@H]1OC(C)=O	89	104	108	95	126	110	88	117
CS(=O)(=O)OCC1CCC(COS(C)(=O)=O)O1 (centres undefined)	93	119	95	104	108	100	96	97
CCCCCN(CCCCC)CCCCCCCCCCN1CCCc2ccccc21	75	.	82	104	130	78	72	79
COc1cc(C(=O)n2nc(N3CCOCC3)c3ccc(-n4cccc4)cc32)cc(OC)c1OC	28	42	77	63	45	43	50	80
CC1=NN(c2ccc(N)cc2)C(=O)C1	86	108	95	102	114	96	110	93
CC(C)C(=O)Nc1ccc(-c2nc(-c3cccc(OCCN4CCOCC4)c3)c(-c3ccnc(Br)c3)[nH]2)cc1	12	-35*	71	-19*	85	59	69	74
O=S(=O)(O)CNc1ccccc1	88	113	102	103	.	91	104	111
C[N+]1=C(/C=C/c2ccccc2Cl)C(C)(C)c2ccccc21	71	89	103	96	114	110	91	94
CCC1CCc2nc3sc(C(=O)Nc4ccccc4F)c(N)c3cc2C1 (centres undefined)	77	80	90	91	74	69	88	81
N#Cc1nc(-c2ccccc2)oc1N1CCOCC1	88	93	99	102	103	102	97	.
COC(=O)C1=C(\O)CCCC/C=C\1C(=O)O	76	107	97	96	101	107	110	100
NC(=O)NCC1CCCCC1	93	101	106	101	95	106	101	109
CC(=O)Oc1ccc2c(c1)Oc1cc(OC(C)=O)ccc1C21OC(=O)c2ccccc21	83	.	98	91	108	98	.	110
OC(COc1ccccc1Cl)CN1CCN(c2ccc(Cl)cc2)CC1 (centres undefined)	82	94	106	106	117	95	96	114
CC(C)CC(=O)C1C(=O)c2ccccc2C1=O	82&85	104	109&95	111&102	117&98	101&106	109&101	113&117
CCc1cc(-c2cc(CC)on2)no1	92	120	91	105	104	110	110	117
COc1cccc2c1-c1ccccc1C2=O	47	-2.9*	54	24	67	50	33	31
CCOC(=O)c1ccc(N(C=O)CCC(=O)CCl)cc1	-86*	-38*	8.0*	2.2*	-18*	-37*	2.7*	31
O=C(NNC(=O)c1cnc2nc[nH]n2c1=O)c1ccccc1	101	106	116	115	104	107	99	106
CC[N+](C)(C)N	90	94	104	100	100	110	111	109
Cc1ccc(/C=C(\C#N)c2cc3ccccc3n2C)cc1	57	21	40	50	99	43	30	68
Cc1cc2c(cc1C)NC(=O)CC(c1ccccc1)=N2	105	113	118	105	117	109	140	114
Cc1ccc([C@H]2c3[nH]c4ccccc4c3C[C@H]3C(=O)N(CCCCCCC(=O)NO)CC(=O)N23)s1	72	60	85	89	64	86	56	86
CCn1cc(C(=O)O)c(=O)c2cc(F)c(N3CCN(C(=O)C(C)Br)CC3)cc21 (centres undefined)	85	98	99	97	107	96	100	74
CC1=NN(c2cccc(Cl)c2)C(=O)/C1=C\c1cn(CC(O)CN2CCCCC2)c2ccccc12 (centres undefined)	67	67	66	.	72	39	50	95
O=C1/C(=C\c2cnc3ccccc3n2)SC(=S)N1CCc1ccc(O)cc1	73	113	99	105	118	103	95	115

(list continues)
SMILES	UO-31	RXF 393	SN12C	786-0	TK-10	ACHN	IGROV1	SK-OV-3
COc1ccc(-c2ccc(NC(=O)Nc3ccc(Cl)cc3)c(C)n2)cc1OC	84	113	93	103	89	.	112	108
CCCCn1sc(=O)n(Cc2ccc(CNC(=O)OCc3ccc4c(Cl)cc(Cl)c(O)c4n3)cc2)c1=O	18	74	58	68	78	31	57	88
CCCCCCCCCCCCCCCCCC(=O)OCCCCCCC	88	96	105	114	113	107	111	105
O=Cc1cccnc1	90	103	107	106	96	110	111	99
